High-throughput results as filed in PubChem BioAssay.
USP2a inh – qHTS Assay for Inhibitors of Ubiquitin-specific Protease USP2a; USP2a enzymatic assay, qHTS inhibition; Potency, µM (series often up to 38.3 µM), without a hit: at the highest dose activity change, negative = inhibition, hits mostly inhibitors; 60,000 compounds, 0.1% hits;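 note: potency is the fitted concentration of half-maximal effect; nearly all actives have a fitted effect of over 60% in size; plate controls were DMSO for no effect and NEM full inhibition control for full effect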
Target sequence (O75604 whole entry, looked up): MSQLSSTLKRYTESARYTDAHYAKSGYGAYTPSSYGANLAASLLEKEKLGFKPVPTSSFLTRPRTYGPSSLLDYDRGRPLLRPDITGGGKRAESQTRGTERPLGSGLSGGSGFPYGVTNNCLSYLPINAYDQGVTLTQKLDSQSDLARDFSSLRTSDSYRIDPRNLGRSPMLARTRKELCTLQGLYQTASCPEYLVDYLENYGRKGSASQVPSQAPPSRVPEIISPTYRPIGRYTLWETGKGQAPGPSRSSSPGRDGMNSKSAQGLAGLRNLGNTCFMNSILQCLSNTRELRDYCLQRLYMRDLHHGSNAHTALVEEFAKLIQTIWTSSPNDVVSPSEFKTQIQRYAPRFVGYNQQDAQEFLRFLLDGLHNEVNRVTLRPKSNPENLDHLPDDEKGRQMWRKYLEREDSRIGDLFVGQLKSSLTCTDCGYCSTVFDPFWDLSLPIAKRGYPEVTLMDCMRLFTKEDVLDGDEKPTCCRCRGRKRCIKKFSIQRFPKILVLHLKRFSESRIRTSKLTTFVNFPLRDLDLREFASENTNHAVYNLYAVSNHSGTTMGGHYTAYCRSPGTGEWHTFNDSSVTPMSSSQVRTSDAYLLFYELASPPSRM
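Coupled readout: USP2-cleaved Ub-PLA2 (20nM final) turns over NBD C6-HPC (20uM final), Ex 460nm/Em 535nm after 2.5 h, time-zero read flagging artifacts. Enzyme (20nM final, pH 8.0 Tris) given 30 min RT with compound first; NEM defines full inhibition.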
HEK293 cAMP cs – qHTS Assay for Agonists of the Thyroid Stimulating Hormone Receptor: Activators of Intracellular cAMP Concentrations in Parental HEK 293; AID 938, 2007; parental HEK293 CNG cAMP sensor, membrane potential fluorescence; Potency, µM (doses to about 57.1 µM), for inactives: top-dose activation, hits mostly activators; 73,000 compounds, 2.5% hits; note: potency is the fitted concentration of half-maximal effect; % of control where 0% means no effect; nearly all actives have a fitted effect of over 55% in size
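Counterscreen for endogenous-receptor signalling: CNG-channel HEK 293 cells report cAMP rise by membrane depolarization. After 60 min dye equilibration with 100 uM RO 20-1724, compounds incubated 30 min before bottom-read fluorescence at 590 nm.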
DNA Pol III inh – qHTS Assay for Inhibitors of DNA Polymerase III Holoenzyme System; reconstituted DNA polymerase III holoenzyme replication, biochemical; Potency, µM (series often up to 57.1 µM), inactives show top-dose activity change, negative = inhibition; 71,000 compounds, 0.25% hits; AID 603, 2007; note: potency is the fitted concentration of half-maximal effect; % is set by controls: 0 for no effect and ±100 for the full control effect
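Reconstituted *E. coli* holoenzyme (0.35 nM Pol III, 1 nM beta, 154 nM SSB, 2 nM primase) was preincubated with compound for 15 min at RT. Synthesis on 1.4 nM ssM13Gori ran 35 min, then was stopped with PicoGreen/EDTA and read as dsDNA fluorescence.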
Casp7 inh – qHTS Assay for Allosteric/Competitive Inhibitors of Caspase-7; P55210; recombinant caspase-7, Ac-DEVD-AFC fluorescence rate; Potency, µM (highest dose often 57.5 µM), for inactives: at the highest dose activity change, negative = inhibition, actives largely listed as inhibitors; 75,000 compounds, 0.02% hits; active = well fitted inhibition curve with a large enough effect in the main read-out, with a control signal flat, not every such curve was filed as active; inconclusive = small, poorly fitted or top-dose-only effect, or a change in a side signal; note: potency is the fitted concentration of half-maximal effect; % of control where 0% means no effect
Target sequence (P55210 24-198 limits assumed): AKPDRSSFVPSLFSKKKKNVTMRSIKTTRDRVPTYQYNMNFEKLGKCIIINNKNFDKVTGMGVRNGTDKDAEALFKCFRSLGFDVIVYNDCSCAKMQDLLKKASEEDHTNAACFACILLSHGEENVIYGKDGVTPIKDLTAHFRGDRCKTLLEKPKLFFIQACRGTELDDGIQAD
Target sequence (P55210 207-303 limits assumed): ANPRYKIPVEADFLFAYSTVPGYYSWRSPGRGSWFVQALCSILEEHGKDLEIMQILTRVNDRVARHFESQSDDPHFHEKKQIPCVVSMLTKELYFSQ
15-hLO inh – qHTS Assay for Inhibitors of 15-hLO (15-human lipoxygenase); Potency, µM (top dose mostly 57.1 µM), without a hit: at the highest dose activity change, negative = inhibition, actives largely listed as inhibitors; purified 15hLO-1, xylenol orange hydroperoxide absorbance; 74,000 compounds, 1.4% hits; Polyunsaturated fatty acid lipoxygenase ALOX15 (Homo sapiens), P16050; note: potency is the fitted concentration of half-maximal effect; % is set by controls: 0 for no effect and ±100 for the full control effect; nearly all actives have a fitted effect of over 55% in size
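Hydroperoxide formed from arachidonic acid (50 uM) by purified human 15hLO-1 (40 nM) oxidizes ferrous iron, and the ferric-xylenol orange complex is read at 573 versus 405 nm. Compounds were preincubated 15 min; reaction ran 6 min at room temperature.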
Casp1 inh – qHTS Assay for Allosteric/Competitive Inhibitors of Caspase-1; 75,000 compounds, 0.03% hits; P29466; AID 900, 2007; Potency, µM (series often up to 57.5 µM), for the others: at the highest dose activity change, negative = inhibition, hits mostly inhibitors; Caspase-1 enzyme, Ac-WEHD-AFC fluorogenic rate;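 note: potency is the fitted concentration of half-maximal effect; plate controls were vehicle for no effect and no substrate for full effect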
Rhodamine fluor – qHTS Assay for Spectroscopic Profiling in Rhodamine Spectral Region; Rhodamine-region fluorescence, 547/598 nm, Tris buffer; stronger effect = higher value; max dye-equivalent concentration, M; 59,000 compounds, 0.05% hits; AID 594, 2007; in the data active = max dye-equivalent concentration above about 11 nM; inconclusive = between about 1.1 nM and that limit
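A six-point rhodamine series on each plate calibrates the signal. Compounds sit in 100 mM Tris (pH 8.0) for 15 min at ambient temperature before imaging through 547 nm/598 nm filters.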
BRCT inh green – qHTS Assay for Inhibitors of BRCT-Phosphoprotein Interaction (Green Fluorophore) | Potency, µM (series often up to 76.9 µM), without a hit: at the highest dose activity change, negative = inhibition, hits mostly inhibitors | BRCA1 BRCT-phosphopeptide binding, green fluorescence polarization | 75,000 compounds, 0.05% hits | AID 875, 2007;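 note: potency is the fitted concentration of half-maximal effect; plate controls were peptide without protein for full effect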
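Compounds were incubated for 12 min at room temperature with a complex of 100 nM fluorescein-tagged pBACH1 decapeptide and 250 nM His-tagged BRCT protein. Buffer was phosphate pH 7.3 with EDTA, DTT and Tween 20. Disruption of binding lowers the polarization signal.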
HADH2 inhib – qHTS Assay for Inhibitors of HADH2 (Hydroxyacyl-Coenzyme A Dehydrogenase, Type II); Potency, µM (series often up to 57.1 µM), without a hit: at the highest dose activity change, negative = inhibition, usual class: inhibitors; recombinant HADH2, NADH fluorescence, beta-hydroxybutyryl-CoA; AID 886, 2007; 73,000 compounds, 3.4% hits; note: potency is the fitted concentration of half-maximal effect; % is set by controls: 0 for no effect and ±100 for the full control effect; nearly all actives have a fitted effect of over 60% in size; many of its hits are not listed in these tables
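E. coli-expressed His-tagged HADH2 tested at 20 nM in alkaline Tris buffer (pH 9.0); oxidation of 90 uM beta-hydroxybutyryl-CoA with 1 mM NAD+ tracked fluorimetrically for 4 min.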
BRCT PPI red – qHTS Assay for Inhibitors of BRCT-Phosphoprotein Interaction (Red Fluorophore); AID 892, 2007; BRCT-phosphopeptide binding, red fluorescence polarization; Breast cancer type 1 susceptibility protein (Homo sapiens), P38398; 75,000 compounds, 0.03% hits; Potency, µM (top dose mostly 76.9 µM), inactives show at the highest dose activity change, negative = inhibition, usual class: inhibitors; note: % is set by controls: 0 for no effect and ±100 for the full control effect
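Rhodamine-labelled pBACH1 10-mer (100 nM) bound to BRCT domain (100 nM) at pH 7.3; compounds incubated 12 min room temperature, polarization read. Free peptide defines full inhibition; unlabelled decapeptide titrated as control.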
Tau fil binding – qHTS Assay for Tau Filament Binding; Microtubule-associated protein tau (Homo sapiens), P10636; recombinant tau filaments, thioflavin S fluorescence, 15 h; filaments grown with octadecylsulfate alongside compound; Potency, µM (highest dose often 57.1 µM), for the others: at the top dose activity change, negative = inhibition; 71,000 compounds, 2% hits; AID 596, 2007;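 note: potency is the fitted concentration of half-maximal effect; % is set by controls: 0 for no effect and ±100 for the full control effect; actives lower thioflavin S fluorescence by blocking filaments or displacing dye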
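ThS-based fibril read: tau 1 uM final, inducer ODS 30 uM final, 37 C for 15 h, ex 450/em 510 nm.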
* hit, by the source's call; i = inactive; u = inconclusive; x = not tested or not shown; [ ] = another dose, or the depositor's remark. Unless noted, calls come from the whole dose curve; as a rule, active = well fitted curve in the direction sought with a large enough effect; inconclusive = small, poorly fitted or top-dose-only effect, or another doubt; inactive = no such curve, though single readings can be large; an effect the other way counts as inactive or inconclusive. Not all compounds are listed; rates above refer to the full screens.

Abbreviations – A = USP2a inh; B = HEK293 cAMP cs; C = DNA Pol III inh; D = Casp7 inh; E = 15-hLO inh; F = Casp1 inh; G = Rhodamine fluor; H = BRCT inh green; I = HADH2 inhib; J = BRCT PPI red; K = Tau fil binding
O=C(CN1C(=O)c2ccccc2S1(=O)=O)Nc1ccccc1C(=O)NCc1ccco1
  A: 7%; B: -2%; C: 2%; D: 0%; E: 9%; F: -3%; G: i; H: 1.1%; I: 8%; J: 1.8%; K: 21%

CCCC[C@H](CC)CN1CN(C[C@@H](CC)CCCC)CC(C)(N)C1
  A: 4%[17.1 µM]; B: 6%[25.6 µM]; C: -8%[25.6 µM]; D: 2%[25.7 µM]; E: 19%[25.6 µM]; F: -2%[25.7 µM]; G: i; H: -1.6%[34.4 µM]; I: 10%[25.6 µM]; J: 0.2%[34.4 µM]; K: -13%[25.6 µM]

CC(C)C1N=C2c3ccccc3N=C(SCc3cc(=O)n4cc(Cl)ccc4n3)N2C1=O (stereo not drawn)
  A: 30%[activator]; B: 15%; C: 5%; D: 0%; E: 4%; F: 0%; G: i; H: -2.1%; I: -20%; J: -0.1%; K: -40%

Cc1nc2ccccc2c(=O)n1NCc1cc(Br)cs1
  A: -5%; B: 16µM*; C: 4%; D: 2%; E: -11%; F: 3%; G: i; H: -1.4%; I: -3%; J: -0.3%; K: -15%

COc1ccc(S(=O)(=O)N(Cc2nc3ccccc3c(=O)[nH]2)C2CCCC2)cc1
  A: 23%; B: 13%; C: -7%; D: -2%; E: -6%; F: 1%; G: i; H: 0.4%; I: 3%; J: -0.3%; K: 10%

COc1ccc(-c2c(C)oc3c(CN4CCN(C)CC4)c(O)ccc3c2=O)cc1
  A: x; B: 3%; C: -5%; D: -3%; E: u; F: 3%; G: x; H: -0.2%; I: 16µM*; J: -1.0%; K: -26%

COc1ccccc1N1CCN(C(=O)c2ccc(Br)s2)CC1
  A: 0%; B: 24%; C: -3%; D: -5%; E: 9%; F: 0%; G: i; H: 0.1%; I: -5%; J: -1.6%; K: u

CCN1C(=S)SC(=O)C1=C1C=C(C)OC(C)=C1
  A: 12%; B: -3%[2.29 µM]; C: 0%; D: -2%; E: -6%; F: 0%; G: i; H: 7.7%; I: -14%; J: 0.1%; K: 3.2µM*

CCOc1ccc(OCC)c(NS(=O)(=O)c2cccc3nsnc23)c1
  A: 1%; B: 15%; C: -4%; D: 2%; E: -11%; F: -4%; G: i; H: -4.4%; I: -2%; J: 0.4%; K: 25µM*

COc1cc(Cl)cc(C2NC(=O)NC(C)=C2C(=O)NCc2ccccc2)c1O (stereo not drawn)
  A: 6%; B: -1%; C: 4%; D: 0%; E: 1%; F: -1%; G: i; H: -1.2%; I: u; J: 0.9%; K: 5%

COc1ccc(C(=O)N2CCC[C@@]3(CCN(CC(C)C)C3)C2)cc1
  A: 24%; B: u; C: 1%; D: 0%; E: 6%; F: -1%; G: i; H: -2.0%; I: 7%; J: -0.6%; K: 20%

O=S(=O)(c1ccccc1)N1CCN(S(=O)(=O)c2ccccc2)C1
  A: -6%[7.66 µM]; B: -5%[11.4 µM]; C: 8%[11.4 µM]; D: 2%; E: -1%[11.4 µM]; F: 0%; G: x; H: 1.3%; I: 3%[11.4 µM]; J: -0.5%; K: 14%[11.4 µM]

O=C(Nc1nc(-c2ccccn2)cs1)c1ccc(S(=O)(=O)N2CCCCC2)cc1
  A: 69%[activator]; B: 16%; C: 4%; D: -5%; E: 40%[activator]; F: -7%; G: i; H: -1.3%; I: -4%; J: 0.0%; K: 293%

CN(C)S(=O)(=O)n1cnc2ccccc21
  A: -3%; B: -3%; C: -7%; D: 0%; E: 3%; F: 0%; G: i; H: -0.7%; I: 10%; J: 0.5%; K: -17%

COc1cc(C)nc(N2CCCC(C(=O)Nc3cccc(Cl)c3C)C2)n1 (stereo not drawn)
  A: 0%; B: 10%; C: -1%; D: 1%; E: 2%; F: -1%; G: i; H: -0.6%; I: 18%; J: -0.3%; K: 15%

COc1ccc(NC(=O)CN(c2cc(C)cc(C)c2)S(=O)(=O)c2c(C)noc2C)cc1OC
  A: x; B: -9%; C: -8%; D: -3%; E: -8%; F: 0%; G: x; H: -0.2%; I: 6%; J: -0.3%; K: 42%

COc1nc(-c2ccc(Cl)cc2)ccc1-c1noc(-c2ccco2)n1
  A: x; B: 14%; C: -1%; D: 0%; E: 1%; F: -4%; G: i; H: 2.5%; I: u; J: 0.5%; K: -11%

C#C[C@]1(O)CC[C@@H]2[C@H]3CCc4cc(OC)ccc4[C@@H]3CC[C@@]21C
  A: 22%[17.1 µM]; B: -5%[25.6 µM]; C: -6%[25.6 µM]; D: -1%[25.7 µM]; E: -7%[25.6 µM]; F: 0%[25.7 µM]; G: i; H: -0.4%[34.4 µM]; I: 9%[25.6 µM]; J: 0.4%[34.4 µM]; K: 3%[25.6 µM]

COc1ccc(Oc2ncc3nc(C)c(=O)n(Cc4ccc(F)cc4)c3n2)cc1
  A: 158%[activator]; B: 16µM*; C: -9%; D: -4%; E: -10%; F: -14%; G: i; H: 49%[activator]; I: -4%; J: 2.8%; K: -23%

O=c1cc(N2CCc3ccccc3C2)[nH]c(=O)n1Cc1ccc(F)cc1
  A: 23%; B: 7%; C: 2%; D: 2%; E: 7%; F: 1%; G: i; H: 0.1%; I: -13%; J: 0.0%; K: 14%

c1ccc(-c2nnnn2CCOCCn2nnnc2-c2ccccc2)cc1
  A: -5%; B: 3%; C: -3%; D: -1%; E: 1%; F: -2%; G: i; H: 1.0%; I: 3%; J: 0.4%; K: -6%

O=C(COc1ccccc1O)Nc1ccccc1Cl
  A: 3%; B: -3%; C: -6%; D: -4%; E: 6%; F: 0%; G: i; H: 0.2%; I: 5%; J: -2.0%; K: -41%

CC1(C)CC(=O)C2=C(C1)NCN(Cc1ccccc1)C2
  A: -4%; B: 4%; C: 1%; D: 0%; E: -10%; F: -2%; G: i; H: 0.2%; I: 11%; J: -0.1%; K: 6%

Cc1ccc2c(c1)c1c(n2CC(O)Cn2nc(C)c(Br)c2C)C(=O)CCC1 (stereo not drawn)
  A: 9%; B: 11%; C: -2%; D: 0%; E: 4%; F: -1%; G: i; H: -0.9%; I: 4%; J: -0.1%; K: 3%

CO[C@H]1COC(=O)C/C=C\[C@H](C)[C@@H](NS(=O)(=O)c2ccc(C)cc2)COC(=O)CCC[C@@H]1C
  A: x; B: 9%[11.4 µM]; C: x; D: -1%[11.5 µM]; E: 2%[11.4 µM]; F: -2%[11.5 µM]; G: x; H: 0.5%[15.4 µM]; I: 8%[11.4 µM]; J: -0.1%[15.4 µM]; K: x

FC(F)(F)c1ccccc1-c1ccc2ncnc(N3CCOCC3)c2c1
  A: -6%; B: u; C: -10%; D: -1%; E: u; F: -3%; G: i; H: 10%; I: 11%; J: -2.2%; K: -19%

O=S(=O)(NCc1ccc2c(c1)OCO2)c1cccc2nsnc12
  A: -1%; B: 4%; C: -3%; D: 1%; E: 2%; F: -4%; G: i; H: -2.5%; I: -11%; J: 5.5%; K: -13%

CCOC(=O)c1cc(-c2nnc(-c3ccc(Oc4ccccc4)cc3)o2)c(C)nc1C
  A: x; B: 15%; C: 5%; D: -1%; E: 4%; F: 1%; G: x; H: 1.3%; I: -1%; J: 1.1%; K: 134%

Cc1cc(C)nc(N(C#N)S(=O)(=O)c2ccccc2)n1
  A: -12%; B: 4%; C: 0%; D: 2%; E: 2%; F: 0%; G: i; H: -4.5%; I: -7%; J: -1.0%; K: 6%

Single records, from the list above:
Shown for O=C(CN1C(=O)c2ccccc2S1(=O)=O)Nc1ccccc1C(=O)NCc1ccco1 → USP2a inh: 7%; HEK293 cAMP cs: -2%; DNA Pol III inh: 2%; Casp7 inh: 0%; 15-hLO inh: 9%; Casp1 inh: -3%; Rhodamine fluor: i; BRCT inh green: 1.1%; HADH2 inhib: 8%; BRCT PPI red: 1.8%; Tau fil binding: 21%
Shown for COc1ccc(-c2c(C)oc3c(CN4CCN(C)CC4)c(O)ccc3c2=O)cc1 → USP2a inh: x; HEK293 cAMP cs: 3%; DNA Pol III inh: -5%; Casp7 inh: -3%; 15-hLO inh: u; Casp1 inh: 3%; Rhodamine fluor: x; BRCT inh green: -0.2%; HADH2 inhib: 16µM*; BRCT PPI red: -1.0%; Tau fil binding: -26%
